PDI inh: inhibitors of human PDI, primary screen, biochemical, turbidity, single point, plate reader. hit rate 0.052% among 350,000. AID 588391, 2011. Protein disulfide-isomerase (Homo sapiens), P07237. PDI insulin aggregation turbidity, A650, 90 min. inhibition, % at 10 µM;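 active = mean inhibition across replicates of 30% or more, whatever share of single replicates reach that level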;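 note: absorbance from insulin aggregation driven by PDI reduction with DTT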
Target sequence (P07237 whole entry, looked up): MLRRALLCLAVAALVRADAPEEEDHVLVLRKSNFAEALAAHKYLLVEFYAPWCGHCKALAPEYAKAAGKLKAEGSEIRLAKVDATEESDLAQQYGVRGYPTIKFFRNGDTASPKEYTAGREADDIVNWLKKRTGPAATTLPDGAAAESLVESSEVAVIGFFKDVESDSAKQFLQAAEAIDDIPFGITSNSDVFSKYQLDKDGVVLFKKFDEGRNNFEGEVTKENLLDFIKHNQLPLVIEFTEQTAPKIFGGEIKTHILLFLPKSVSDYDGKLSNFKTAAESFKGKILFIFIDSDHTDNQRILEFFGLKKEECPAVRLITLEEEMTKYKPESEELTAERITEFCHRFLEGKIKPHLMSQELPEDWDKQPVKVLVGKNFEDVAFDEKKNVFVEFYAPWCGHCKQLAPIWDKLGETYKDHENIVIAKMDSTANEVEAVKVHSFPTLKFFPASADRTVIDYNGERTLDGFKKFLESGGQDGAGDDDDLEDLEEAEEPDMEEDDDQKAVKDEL
TRPM1 prom inh: inhibitors of MITF-dependent TRPM1 promoter reporter, primary screen, cell-based, SK-MEL-5, single point, luciferase; SK-MEL-5 TRPM1 promoter luciferase, 24 h; inhibition, % at 12.5 µM; hit rate 0.83% among 330,000;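 active = mean inhibition across replicates of 60% or more, whatever share of single replicates reaches that level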; note: values of inactives mirror those of a sister screen read the other way
Shn3 inh set2: reduction of Shn3 3'UTR firefly luciferase signal, primary screen, Schnurri-3 inhibitor project, cell-based, Clone20 osteoblasts, set 2. Clone20 osteoblast Shn3 3'UTR firefly luciferase, 24 h. inhibition, % at 12.5 µM. hit rate 0.52% among 360,000. AID 588674, 2011;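 active = mean inhibition of at least 75% with every replicate also reaching 75%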;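 note: 0% = median of neutral control wells and 100% = pilot-screen positive control compound; some compounds past the cut are filed as inactive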
HIF-2a inh: HIF-2a reporter inhibitors, primary screen, luminescence, 786-0 RCC cells. 786-0 RCC cells HIF-2a reporter, luciferase luminescence, overnight. inhibition, % at 18.8 µM. hit rate 0.72% among 360,000. AID 624352, 2012;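 active = inhibition of the luminescence signal of 40% or more relative to plate controls, in a single-dose primary screen at 18.75 µM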
NR2E3 ag-1: NR2E3 agonists in two-hybrid cells, primary screen, cell-based, luminescence, CHO-S, Gal4-NCOR/VP16-NR2E3; hit rate 0.35% among 360,000; luciferase; inhibition of corepressor binding, % at 3.98 µM; AID 602229, 2012; Photoreceptor-specific nuclear receptor (Homo sapiens), Q9Y5X4;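 active = inhibition above the mean of all tested compounds plus 3 SD, cut at about 70% in these data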;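 note: 0% = DMSO with NR2E3 transfected cells and 100% = cells lacking NR2E3 construct; higher means lower luciferase signal from less NR2E3 corepressor binding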
Target sequence (Q9Y5X4 whole entry, looked up, the tested form may be a part): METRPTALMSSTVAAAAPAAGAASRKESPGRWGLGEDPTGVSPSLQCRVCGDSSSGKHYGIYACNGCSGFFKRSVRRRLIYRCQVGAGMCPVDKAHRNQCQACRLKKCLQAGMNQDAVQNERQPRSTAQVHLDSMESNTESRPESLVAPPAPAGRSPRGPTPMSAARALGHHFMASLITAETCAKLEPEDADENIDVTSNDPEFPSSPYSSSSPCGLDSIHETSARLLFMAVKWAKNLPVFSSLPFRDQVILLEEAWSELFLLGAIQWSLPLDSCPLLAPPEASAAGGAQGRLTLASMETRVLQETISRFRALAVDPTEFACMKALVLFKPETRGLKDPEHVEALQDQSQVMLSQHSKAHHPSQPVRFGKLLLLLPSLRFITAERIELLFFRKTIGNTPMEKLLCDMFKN
CF NFkB block: inhibitors of PAF-induced NF-kB signaling, primary screen, cell-based, GFP fluorescence, uHTS. KKLEB NF-kB-GFP reporter, GFP fluorescence overnight. inhibition, % at 5 µM. hit rate 0.86% among 360,000;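 active = at least 50% inhibition at 5 µM, scaled per plate between neutral and stimulator controls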;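 note: PAF is a Pseudomonas aeruginosa culture filtrate used as stimulus; plate controls were PAF-stimulated DMSO wells for no effect and unstimulated DMSO wells for full effect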
Vif inh: HIV Vif self-association inhibitors, primary screen, imaging, HEK293T, single point; HEK293T cells, Vif self-association by quenched fluorescence, 24 h; inhibition, % at 7.49 µM; hit rate 0.35% among 340,000; AID 602346, 2012; in the data active = inhibition above about 50%, passing the limit was not always enough; note: some results filed as inactive read as strong as hits
CaV13 ICDI inh: Disruptors of the CACNA1D IQ motif to Ca2+-dependent inactivation inhibitor domain association, primary screening, Förster resonance energy transfer in intact living …. AID 743397. HEK cells, CFP/YFP FRET ICDI-IQ, plate reader, 10 min; percent FRET-ratio fall versus neutral wells. inhibition, % at 12.3 µM. hit rate 0.098% among 340,000;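 active = mean replicate inhibition of at least 30% and at least 1% of replicates passing that level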;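 note: 0% = median of the neutral control wells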
KKLEB tox: cytotoxicity in KKLEB CF airway cells, primary screen, cytotoxicity control for CF NF-kB inhibitor project, cell-based, uHTS, fluorescence assay plates; KKLEB CF airway cells viability, ATPlite luminescence, overnight; hits give low values; cells stimulated with P. aeruginosa culture filtrate; activity change (cytotoxicity), % at 5 µM; hit rate 0.36% among 360,000; AID 602141, 2011;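 active = corrected activity change at or below -50% at 5 µM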
NR2E3 ag-2: inhibitors of NR2E3-RetCOR corepressor binding, primary screen, NR2E3 agonist project, biochemical, TR-FRET, GST-NR2E3, biotin-RetCOR. Photoreceptor-specific nuclear receptor (Homo sapiens), Q9Y5X4. inhibition of corepressor binding, % at 4.78 µM. 1536-well. AID 2300, 2010. hit rate 0.12% among 320,000;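 active = percent inhibition above the cutoff of mean plus 3 SD of all tested compounds, set per screening campaign, cut at about 20% in these data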;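 note: 0% = DMSO wells and 100% = biotin wells as full block of FRET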
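Material: NR2E3–RetCOR corepressor complex / Incubation: Compound–protein incubation for 5 h at 4 °C / Dosing: compound at 4.8 µM, single dose / Detection: time-resolved FRET / Benchmarks: high control biotin, low control 0.6% DMSO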
Peg3 prom inh: Peg3 promoter-driven luciferase inhibitors, primary screen, cell-based, HeLa, luciferase luminescence; hit rate 1.7% among 360,000; inhibition, % at 20 µM; HeLa PEG-Prom luciferase reporter, overnight;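 active = inhibition of at least 50% at 20 µM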
* marks the source's active call; other numbers are inactive results; x = not tested or not shown. Not a hit list, and some 3.3% of all compounds hit somewhere here.

Below each SMILES: PDI inh	TRPM1 prom inh	Shn3 inh set2	HIF-2a inh	NR2E3 ag-1	CF NFkB block	Vif inh	CaV13 ICDI inh	KKLEB tox	NR2E3 ag-2	Peg3 prom inh
COc1ccc(OC)c(S(=O)(=O)Nc2ccccc2O)c1
    -5.2	5.4	-4.2	10.8	7.2	-16.3	4.8	4.1	4.3	1.4	17.0
COc1ccc(NC(=O)CSc2nccn2C)c([N+](=O)[O-])c1
    -9.3	-19.9	-46.4	-50.2	-8.3	1.7	-5.2	2.3	-2.6	-0.9	-22.0
CC(=O)N1CCN(c2ccc(NCc3ccccc3)cc2)CC1
    3.1	-2.7	-6.1	-4.6	-5.2	-2.9	2.3	-4.1	7.1	2.2	-19.2
CN(C)NC1CC(=O)N(c2ccccc2)C1=O (stereo unspecified)
    5.0	3.6	-1.2	15.3	2.6	4.4	1.2	-11.1	-8.4	1.9	-2.0
Cc1ccccc1CS(=O)(=O)c1cn(CC(=O)N2CCOCC2)c2ccccc12
    0.5	-10.8	-2.7	6.3	-17.9	-29.3	9.7	-5.5	11.0	4.0	9.4
COc1ccccc1OCC(=O)Nc1ccccc1C(=O)Nc1cccc(C(=O)O)c1
    6.5	0.5	-3.5	12.4	8.3	-6.6	2.1	-5.4	-2.3	1.2	14.9
O=C(NC1CCCCCCC1)c1cc(F)c(F)cc1Cl
    11.7	-67.4	-44.1	-158.0	-50.2	6.1	2.0	-4.8	2.7	2.6	-153.6
Cc1c(NC(=O)Nc2ccc(Cl)cc2Cl)c(=O)n(-c2ccccc2)n1C
    -1.7	12.4	17.5	20.3	-0.6	8.9	-0.6	3.2	-4.6	-3.2	5.3
CCOc1ccc(N(CC(=O)Nc2c(C)n(C)n(-c3ccccc3)c2=O)S(=O)(=O)c2ccccc2)cc1
    9.9	-7.5	-3.3	10.1	2.1	24.4	-4.7	-5.1	-5.9	0.4	-7.7
COc1ccc2c(c1)c(C(=O)N/N=C/c1cccc(Br)c1)c(C)n2C
    -1.6	9.5	1.3	0.6	1.3	-28.0	4.1	0.2	10.3	1.8	9.5
CC(O)CNc1nc2c(c(=O)n(C)c(=O)n2C)n1Cc1cccc(C(F)(F)F)c1 (stereo unspecified)
    5.6	-2.0	12.4	11.6	9.5	-5.9	-17.6	-5.2	4.7	2.2	8.4
C#CCOCCOCCOCCNc1nc(N2CCN(C(=O)[C@H](CO)n3cc([C@@H](N)C(C)C)nn3)CC2)nc(N2CCN(C(=O)[C@H](CCC(=O)O)n3cc([C@@H](N)[C@H](C)CC)nn3)CC2)n1
    2.1	0.8	7.4	13.7	3.2	-12.4	x	-3.1	2.3	x	-13.9
COc1ccc(NC(=O)COn2nnc3ccc(Cl)cc32)cc1OC
    10.9	6.2	-6.0	8.8	-9.3	8.9	-5.5	-7.0	-3.4	3.5	16.5
CCCn1c(CCNc2nc(-c3cccc(Br)c3)cs2)nc2ccccc21
    -1.2	19.7	1.6	-18.2	-34.4	-8.2	x	-7.1	15.1	x	0.3
CCC(C)C(=O)Nc1cc(C(=O)OC)cc(C(=O)OC)c1 (stereo unspecified)
    0.4	2.6	0.0	-7.0	-10.2	7.1	-2.7	-7.0	-4.7	3.7	6.2

The list continues.
Below each SMILES: PDI inh	TRPM1 prom inh	Shn3 inh set2	HIF-2a inh	NR2E3 ag-1	CF NFkB block	Vif inh	CaV13 ICDI inh	KKLEB tox	NR2E3 ag-2	Peg3 prom inh
CCn1c(-c2csc3c2CCC(C)C3)n[nH]c1=S (stereo unspecified)
    -6.2	0.1	6.8	4.8	-0.1	7.9	-11.2	-4.7	-5.1	-2.3	3.6
CCc1ccc(NC(=O)CN2C(=O)CC(C)S(=O)(=O)c3ccccc32)cc1 (stereo unspecified)
    -12.6	-9.8	10.6	13.3	-1.0	-7.1	-1.4	-5.5	18.5	-1.9	-0.8
CC(C)CNC(=O)COC(=O)c1ccc2c(c1)C(=O)N(Cc1ccco1)C2=O
    -11.3	12.8	-0.2	5.0	15.9	-7.7	-3.3	-4.4	8.5	1.1	2.9
Cc1c(NC2=NC3(CCCCC3)Cc3ccccc32)c(=O)n(-c2ccccc2)n1C
    5.2	-5.2	-9.1	17.4	-1.1	-7.6	-18.7	x	-6.2	-1.4	0.2
Clc1ccc(CSc2cc3c(nn2)-c2ccccc2CC3)cc1Cl
    9.3	-17.7	x	-109.5	-47.8	-12.2	x	-7.4	0.8	2.5	-42.2
Cc1ccc(-n2c(SCC(=O)N(C)C3CCS(=O)(=O)C3)nc3ccccc3c2=O)cc1 (stereo unspecified)
    10.4	-0.8	-2.3	13.4	-8.5	-30.0	-4.5	-6.5	17.6	1.1	3.5
CCN(C(=S)NC(=O)c1ccccc1Br)C1CCCCC1
    5.2	2.9	2.3	18.4	-17.1	-12.9	1.1	-5.5	10.2	3.1	11.6
COC(=O)c1c(NC(C)=O)sc(C(=O)Nc2ccccc2)c1C
    -2.0	-31.8	-33.8	-257.6	-10.3	-9.3	14.4	-3.7	3.8	2.2	-61.8
Cc1ccc(NC(=O)CCC(=O)OC(C)C(=O)c2ccccc2)cc1 (stereo unspecified)
    -5.0	-7.6	14.5	5.6	-17.8	6.6	4.9	-5.3	7.6	2.5	-10.8
CCOC(=O)C(C)Sc1nc(-c2ccco2)cc(C(F)(F)F)c1C#N (stereo unspecified)
    0.6	2.8	-8.0	-8.4	-15.2	4.4	x	-7.9	-2.9	-1.1	12.7
COc1ccc(NC(=O)CN(c2ccccc2)S(=O)(=O)N(C)C)cc1OC
    -6.4	3.0	-7.3	5.8	-24.5	-2.6	5.8	x	-4.0	2.4	13.0
C=CCn1c(C(CC(C)C)CC(C)O)n[nH]c1=S (stereo unspecified)
    3.2	-3.9	-4.2	14.6	-4.7	15.2	0.1	1.1	-3.2	1.4	10.2
Cc1ccc(-n2nc3c(c2NC(=O)CC(C)C)CS(=O)(=O)C3)cc1
    9.6	10.3	-9.9	8.2	-5.8	-3.7	0.4	-16.5	17.4	-1.3	-2.9
O=C(NCc1ccc(Cl)cc1)C1CCCN1C(=O)Nc1ccccc1 (stereo unspecified)
    7.3	6.0	4.1	18.7	-1.4	3.5	1.6	-18.6	11.8	-2.7	5.7
COc1cccc(N/C(SC)=C(/C#N)C(=O)NCc2cccs2)c1
    -1.1	7.7	8.2	25.8	-14.9	12.3	-0.7	-1.6	3.8	1.4	21.8

(cont.)
Below each SMILES: PDI inh	TRPM1 prom inh	Shn3 inh set2	HIF-2a inh	NR2E3 ag-1	CF NFkB block	Vif inh	CaV13 ICDI inh	KKLEB tox	NR2E3 ag-2	Peg3 prom inh
CCCc1cc(=O)[nH]c(SCC(=O)Nc2cccc(S(=O)(=O)N3CCOCC3)c2)n1
    -2.8	-3.9	7.9	11.6	-17.1	34.8	0.2	-5.7	-7.4	0.9	-12.8
Cc1cc(C)cc(C(=O)OCC(=O)NCC(F)(F)F)c1
    -7.8	15.6	6.8	6.7	-2.1	1.8	-0.8	-3.2	3.1	-3.4	-3.4
COc1cccc(CNCC2CCCO2)c1 (stereo unspecified)
    -4.3	1.8	-3.8	6.1	-15.1	-7.7	-6.5	-6.3	9.6	5.9	9.9
Cc1ccc(C(=O)CSc2nnc(-c3cccs3)n2C)o1
    5.5	x	3.8	-23.2	-26.9	11.5	12.2	-6.0	16.7	-2.6	-14.1
CCOC(=O)N/N=C1\CC(C)CC(C)(C)C1 (stereo unspecified)
    -2.1	-4.2	1.1	16.2	-16.8	-2.0	12.5	-3.2	6.6	2.2	5.3
O=C(COc1ccc([N+](=O)[O-])cc1)Nc1ccc2[nH]c(=O)[nH]c2c1
    2.9	-1.6	-9.1	13.3	-1.7	-14.3	-1.5	-6.0	8.4	0.5	4.9
COCCNC(=O)C1CCCN(Cc2cccc(C(F)(F)F)c2)CC1 (stereo unspecified)
    -1.7	x	-4.3	2.4	-59.0	15.3	4.1	-5.5	-12.7	x	0.7
CCOC(=O)N1CCN(C(=O)C2CCN(S(=O)(=O)c3ccccc3)CC2)CC1
    -4.1	2.2	4.8	1.3	-7.4	9.5	-11.9	-5.4	-14.8	-1.0	-2.6
COC(=O)[C@@H]1C[C@@]2(O)[C@@H](O)[C@@H](O)[C@@H](O)C[C@H]2N1Cc1ccc(C)s1
    13.1	-8.2	-3.0	12.8	-16.9	5.7	-11.9	-9.6	0.7	4.1	-8.1
CC(C)(C)C1CCC(=NNC(=O)c2cc(-c3ccccc3)n[nH]2)CC1 (stereo unspecified)
    -4.5	-4.4	1.6	9.2	-9.1	-5.1	-10.8	-3.2	-5.6	-0.4	-0.1
O=C(NCc1ccccc1Cl)C1CCN(S(=O)(=O)c2ccc(N3CCCC3=O)cc2)CC1
    0.4	6.6	25.5	5.5	-3.9	8.6	2.8	-6.8	7.1	4.4	7.1
Cc1cc(C)n(-c2nc(NC(C)C)nc(NC(C)C)n2)n1
    -8.2	2.3	-1.3	4.3	80.6*	-6.7	-3.5	-8.0	-3.4	2.2	8.4
CCn1c(SCC(=O)N2CCOCC2)nnc1-c1cccs1
    0.5	4.1	-8.1	4.9	-28.4	-5.1	6.1	1.0	4.7	7.2	1.7
CC(=O)c1cccc(NC(=O)c2ccc(N(Cc3ccccc3C)S(C)(=O)=O)cc2)c1
    -1.2	3.5	15.3	25.5	-46.6	-22.8	-10.2	0.4	-3.6	-1.1	39.1
COc1ccc([N+](=O)[O-])cc1NC(=O)c1ccc(CN(c2ccc(C)c(C)c2)S(C)(=O)=O)cc1
    2.7	3.8	23.8	10.7	-16.9	-6.9	14.9	-0.1	0.7	-0.4	14.0
Oc1ccccc1-c1csc(-c2ccccc2)n1
    7.3	-40.5	-97.9	-260.6	-77.3	-39.3	2.6	-6.2	18.7	5.9	-364.5

Exported with tabs: 3 of the compounds above
structure	PDI inh	TRPM1 prom inh	Shn3 inh set2	HIF-2a inh	NR2E3 ag-1	CF NFkB block	Vif inh	CaV13 ICDI inh	KKLEB tox	NR2E3 ag-2	Peg3 prom inh
Cc1cc(C)cc(C(=O)OCC(=O)NCC(F)(F)F)c1	-7.8	15.6	6.8	6.7	-2.1	1.8	-0.8	-3.2	3.1	-3.4	-3.4
COc1cccc(CNCC2CCCO2)c1 (stereo unspecified)	-4.3	1.8	-3.8	6.1	-15.1	-7.7	-6.5	-6.3	9.6	5.9	9.9
Cc1ccc(C(=O)CSc2nnc(-c3cccs3)n2C)o1	5.5	x	3.8	-23.2	-26.9	11.5	12.2	-6.0	16.7	-2.6	-14.1

Screening results deposited in PubChem BioAssay by several laboratories.
